SIAH1 antagonists – Siah-1 peptide-binding antagonists, primary screen, biochemical, fluorescence polarization, rhodamine-plectin, uHTS (AID 1817). 290,000 compounds, 0.02% hits. Siah-1 / rhodamine-plectin peptide fluorescence polarization; higher % means a stronger effect. E3 ubiquitin-protein ligase SIAH1 (Homo sapiens). displacement, % at 20 µM, or IC50 in µM where a hit was titrated;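 active = displacement of at least 50% at 20 µM, with a fluorescence ratio check between 0.3 and a set limit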;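 also: plate controls were Siah plus tracer with DMSO for no effect and tracer alone without Siah for full effect; strong numbers were not always called active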
Dynein transport – inhibitors of GR-EGFP nuclear translocation, primary screen, dynein cargo transport inhibitor project, imaging, high-content, 3617.4 mouse cells | AID 1381, 2008 | 220,000 compounds, 0.47% hits | z-score, hits read low | test concentration mostly 20 µM; stimulated with dexamethasone, 1 µM; active compounds read low;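 active = plate z-score of nuclear minus cytoplasmic receptor signal below a set negative limit, without overly bright fluorescence or cell loss, cut at about -3.5 in these data, passing the limit was not always enough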;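 also: z-score of nuclear minus cytoplasmic ring GR-EGFP intensity difference per well; some compounds called inactive have numbers as strong as hits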
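Schedule: 48 h induction, then 1 h compound, then 30 min agonist, 37 °C. Buffer or medium: tetracycline-free induction medium containing charcoal-stripped FBS. Reagent: 1.0 µM final dexamethasone stimulus. Evaluation: nuclear versus cytoplasmic GR-EGFP signal, averaged per well. Signal: high-content fluorescence imaging after fixation.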
XIAP displacement – XIAP antagonists, biochemical, IAP family, fluorescence polarization (AID 1018); E3 ubiquitin-protein ligase XIAP (Homo sapiens); XIAP BIR domain, fluorescence polarization peptide displacement; higher % means a stronger effect; displacement, % at 20 µM, or IC50 in µM where a hit was titrated; 200,000 compounds, 0.007% hits; in the data active = displacement above about 50%; also: a part of the inactive calls stands beside numbers as strong as those of hits
M1AAP inhibition – P. falciparum M1AAP inhibitors, biochemical, fluorogenic H-Leu-NHMec substrate, 1536-well (AID 1445); Aminopeptidase N (Plasmodium falciparum (isolate 3D7)); recombinant M1AAP, H-Leu-NHMec fluorogenic kinetic assay; higher % means a stronger effect; inhibition, % at 30 µM, or IC50 in µM where a hit was titrated; 220,000 compounds, 0.42% hits;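 active = primary inhibition above the hit cutoff, then over 50% inhibition at one or more dose response concentrations, cut at about 23% in these data, passing the limit was not always enough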;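 also: plate controls were DMSO full reaction for no effect and no enzyme background for full effect; strong numbers were not always called active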
AID2073 – inhibitors of Mint1-CaV2.2 protein interaction, biochemical, HTRF (AID 2073); HTRF protein-protein interaction, Mint1-CaV2.2; higher % means a stronger effect; inhibition, % at 20 µM, or IC50 in µM where a hit was titrated; 290,000 compounds, 0.19% hits; in the data active = inhibition mostly above about 51%, no sharp cut-off; also: some results filed as inactive read as strong as hits
LYP inhibition – inhibitors of LYP phosphatase, biochemical, fluorescence intensity, uHTS (AID 1779); 290,000 compounds, 0.054% hits; Tyrosine-protein phosphatase non-receptor type 22 (Homo sapiens); one-dose inhibition, % at 11.5 µM; IC50 in µM for titrated hits; recombinant LYP phosphatase, fluorescence intensity; higher % means a stronger effect;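 also: plate controls were vehicle with enzyme for no effect and no enzyme for full effect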
human PMI inhibitors – human PMI inhibitors, high substrate, primary screen, biochemical, fluorescence intensity, high mannose 6-phosphate (AID 1220). Mannose-6-phosphate isomerase (Homo sapiens). inhibition, % at 20 µM, or IC50 in µM where a hit was titrated. 190,000 compounds, 0.66% hits. recombinant PMI enzyme, coupled fluorescence intensity; higher % means a stronger effect
PMI inhibitors – inhibitors of human PMI, primary screen, biochemical, fluorescence intensity, coupled assay (AID 1209); Mannose-6-phosphate isomerase (Homo sapiens); purified PMI enzyme, coupled fluorescence intensity; higher % means a stronger effect; one-dose inhibition, % at 20 µM; IC50 in µM for titrated hits; 190,000 compounds, 0.42% hits;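 also: plate controls were DMSO vehicle for no effect and wells lacking substrate for full effect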
M17LAP inhibition – P. falciparum M17LAP inhibitors, primary screen, biochemical, fluorogenic H-Leu-NHMec substrate, 1536-well (AID 1619). one-dose inhibition, % at 30 µM; IC50 in µM for titrated hits. recombinant M17LAP, H-Leu-NHMec fluorogenic kinetic assay; higher % means a stronger effect. 220,000 compounds, 0.38% hits. Leucine aminopeptidase (Plasmodium falciparum (isolate 3D7));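 active = compound inhibiting the enzyme by more than half at any dose during confirmatory dose-response retesting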;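 also: plate controls were full reaction with DMSO carrier for no effect and no enzyme background for full effect; strong numbers were not always called active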
Dynein transport cytoplasmic EGFP – recorded beside Dynein transport, whose call it bears; z-score; measured here: cytoplasmic GR-EGFP intensity; active compounds read high
Dynein transport nuclear GR-EGFP – second read-out of Dynein transport, no call of its own (marks repeat the call); z-score; measured here: nuclear GR-EGFP intensity;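 lower value marks the stronger effect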
Dynein transport cell count – further read-out of Dynein transport, marked with its call; z-score; measured here: cell count per field
* = called active by the depositor; . = no result given. Rule as the data show it, unless noted: active = inhibition above about 50%; inactive = the rest.

SMILES	SIAH1 antagonists	Dynein transport	Dynein transport cytoplasmic EGFP	Dynein transport nuclear GR-EGFP	Dynein transport cell count	XIAP displacement	M1AAP inhibition	AID2073	LYP inhibition	human PMI inhibitors	PMI inhibitors	M17LAP inhibition
O=C1CCC(C(=O)NCc2ccc3c(c2)OCO3)N1 (stereo unspecified)	2%	-0.38	-0.27	-0.42	-0.37	-7.6%	8%	-5%	-6%	0%	-3%	-2%
COc1ccc(C(=O)C(Sc2nnc(C)c(=O)[nH]2)c2ccc(OC)cc2)cc1 (stereo unspecified)	2%	0.13	-0.73	0.27	-0.82	.	6%	-4%	-2%	.	.	-4%
O=c1c2ccccc2oc2nc(C3CCCCC3)n(Cc3ccco3)c(=O)c12	-2%	0.32	-0.2	0.15	0.038	-0.6%	9%	-6%	10%	-15%	-15%	-4%
Cc1ccc(C(=O)CSc2nnc(-c3ccccc3N)n2C)cc1C	8%	0.73	-0.22	0.37	-0.21	-1.1%	4%	-9%	-1%	-3%	-2%	36%
CCOC(=O)c1c(C)[nH]c(C(=O)COC(=O)CNC(=O)c2ccccc2Cl)c1C	0%	0.4	-0.29	0.11	0.6	-3.2%	2%	-2%	-4%	8%	13%	8%
CCc1cccc(CC)c1NC(=O)COC(=O)c1ccc2c(c1)S(=O)(=O)c1ccccc1C2=O	3%	-0.81	-0.21	-0.57	0.29	-7.7%	8%	-2%	-1%	2%	2%	15%
CC(=O)CC(C)(C)n1nnc(-c2ccccc2)n1	3%	0.36	-0.21	0.28	-0.12	-7.6%	6%	-6%	-8%	-1%	1%	-3%
CC1=CC2=NCC(O)CN2C=C1 (stereo unspecified)	5%	-0.19	0.018	-0.26	0.46	-5.3%	3%	16%	-3%	-3%	-8%	1%
COC(=O)c1ccc(C)c(NC(=O)Cn2cnc3ccccc3c2=O)c1	4%	-0.39	-0.25	-0.24	0.37	-6.1%	2%	-4%	4%	-9%	-1%	54%
C/C(=N\NC(=O)C1CCCN(S(=O)(=O)c2ccccc2)C1)c1ccncc1 (stereo unspecified)	5%	-0.24	-0.18	-0.39	0.83	-7.1%	10%	21%	-2%	9%	12%	-9%
O=C(COC(=O)c1n[nH]c2ccccc12)NCc1ccccc1	2%	-0.024	-0.19	0.019	0.36	-2.0%	-2%	12%	-1%	-6%	-4%	14%
Cn1c(=O)[nH]c(=O)c2c1nc(NCCCn1ccnc1)n2Cc1ccccc1	0%	0.34	-0.28	0.35	0.25	-3.8%	9%	-1%	-2%	12%	11%	-7%
O=C(Nc1ccccc1)c1ccc(NCCN2CCOCC2)c(S(=O)(=O)N2CCOCC2)c1	4%	-0.3	-0.26	-0.13	0.61	-1.3%	7%	3%	-7%	1%	6%	-3%
COc1cc(N)cc(NC(=O)c2ccncc2)c1	3%	-0.1	-0.07	0.24	-0.18	0.1%	5%	-12%	-6%	50%*	17%	3%
Cc1cccc(Nc2nc(N)nc(-c3oc4ccccc4c3C)n2)c1	-2%	0.14	-0.25	0.16	1	.	1%	21%	2%	.	.	6%
Cn1c(=O)c2c(nc(NCC3CCCO3)n2Cc2ccccc2)n(C)c1=O (stereo unspecified)	7%	0.035	0.83	0.67	0.78	-6.5%	4%	29%	-5%	12%	0%	0%
O=C(c1cc2cc(C(F)(F)F)ccc2s1)N1CCOCC1	4%	0.13	-0.36	0.38	0.39	-5.0%	3%	3%	-7%	-10%	-8%	2%
OC1=C(O)c2nc3cc(F)ccc3nc21	-2%	2.5	-0.15	1.8	-1.9	.	12%	1%	-8%	.	.	-5%
Nc1ccc(-c2nc3c(Cl)cc(N)cc3[nH]2)cc1	-5%	0.31	-0.17	0.53	-0.71	-5.7%	15%	38%	-14%	22%	16%	-310%
O=C(Nc1nc(=O)c2ccccc2s1)c1ccc(F)cc1	4%	-1	-0.23	-0.3	0.092	-4.2%	-7%	54%	-4%	-62%	-29%	16%
CCCN(CCC)S(=O)(=O)c1nc2nc(C)cc(C)n2n1	7%	1.1	-0.19	0.82	-0.83	.	0%	9%	-4%	.	.	-9%
Nc1c(C(=O)NCc2ccco2)c2nc3ccccc3nc2n1CCc1ccccc1F	-2%	-0.42	0.11	0.14	0.51	-11%	14%	19%	-2%	4%	11%	-2%
CN(Cc1nc(Cc2cccc(C(F)(F)F)c2)no1)C1CC(C)(C)NC(C)(C)C1	2%	-1	-0.29	-0.19	0.14	-5.8%	-2%	-2%	-5%	-8%	0%	1%
Cc1ccc(SCCNC(=O)CN(c2ccc3c(c2)OCO3)S(C)(=O)=O)cc1	2%	-0.71	-0.26	-0.74	0.64	0.4%	5%	-4%	0%	13%	8%	-4%
Cc1cc(=O)[nH]c(-n2[nH]c(C)cc2=O)n1	-3%	0.4	-0.21	-0.72	0.027	-3.0%	12%	-1%	-2%	-4%	-4%	21%
O=C1c2sc3nc4n(c(=O)c3c2CCC1Br)CCCCC4 (stereo unspecified)	0%	-2	0.26	-1.1	0.15	0.3%	11%	22%	5%	28%	42%	8%
CCn1nc(C(=O)Nc2cccc(C(F)(F)F)c2)c(Cl)c1Cl	-4%	1.1	-0.23	0.8	0.089	-0.8%	16%	3%	-7%	3%	8%	-1%
O=C(CSc1nnc(Cc2cc(=O)[nH]c(=O)[nH]2)n1-c1ccccc1)NCC1CCCO1 (stereo unspecified)	0%	-0.12	-0.22	-0.018	0.68	-1.4%	-1%	-12%	-10%	7%	6%	-2%
CCOc1cc(C=O)ccc1OCC(=O)NC(C)(C)C	1%	0.69	-0.17	0.63	-1.6	-7.0%	4%	-7%	-5%	10%	13%	-1%
CC1(c2nnc(-c3ccc(F)cc3)o2)CC(c2ccccc2)=NO1 (stereo unspecified)	-1%	-0.11	-0.71	0.11	-0.59	.	7%	9%	-5%	.	.	12%
COc1cc(/C=N/NC(=O)c2nc(-c3ccccc3)n(-c3ccccc3)n2)ccc1O	-3%	0.9	-0.27	0.79	-0.56	1.1%	15%	-4%	-2%	2%	-1%	8%
CC(Nc1cc(N2CCOCC2)ccc1[N+](=O)[O-])c1ccccc1 (stereo unspecified)	11%	-0.39	-0.17	-0.28	-0.39	-4.1%	5%	-3%	0%	20%	19%	4%
COc1cccc(-c2nc(CS(=O)(=O)c3ccccc3)no2)c1	-1%	-0.61	-0.21	-0.81	0.75	-3.9%	-2%	1%	-2%	2%	3%	7%
O=C(CCCN1C(=O)c2ccccc2C1=O)Nc1ccc(S(=O)(=O)N2CCOCC2)cc1	2%	-0.34	-0.1	-0.2	0.14	3.8%	1%	-6%	-2%	2%	6%	-7%
NS(=O)(=O)c1ccc(NC(=O)CN2C(=O)C3C4C=CC(C4)C3C2=O)cc1 (stereo unspecified)	3%	0.52	-0.1	0.49	-0.34	-4.0%	-1%	1%	-6%	5%	6%	1%
CN1CCN(C(=O)C23CC4CC(CC(C4)C2)C3)CC1	2%	0.66	-0.0022	0.49	-0.069	-5.8%	-2%	0%	45%	5%	3%	-7%

Records listed so far shown as hits in human PMI inhibitors:
SMILES	SIAH1 antagonists	Dynein transport	Dynein transport cytoplasmic EGFP	Dynein transport nuclear GR-EGFP	Dynein transport cell count	XIAP displacement	M1AAP inhibition	AID2073	LYP inhibition	human PMI inhibitors	PMI inhibitors	M17LAP inhibition
COc1cc(N)cc(NC(=O)c2ccncc2)c1	3%	-0.1	-0.07	0.24	-0.18	0.1%	5%	-12%	-6%	50%*	17%	3%

Further entries:
SMILES	SIAH1 antagonists	Dynein transport	Dynein transport cytoplasmic EGFP	Dynein transport nuclear GR-EGFP	Dynein transport cell count	XIAP displacement	M1AAP inhibition	AID2073	LYP inhibition	human PMI inhibitors	PMI inhibitors	M17LAP inhibition
CCOC(=O)C1=C(C)NC(=O)N(C(C)=O)C1c1ccc(Cl)cc1 (stereo unspecified)	9%	-0.74	-0.2	0.035	0.29	-1.2%	7%	1%	-7%	3%	1%	19%
Cc1csc(SCC(=O)Nc2cc(S(=O)(=O)N3CCCC3)ccc2Cl)n1	0%	0.37	-0.13	0.39	-1.1	-21%	6%	2%	-6%	-10%	-8%	-6%
COc1ccc(-c2csc(Nc3ccc(S(=O)(=O)Nc4cc(OC)nc(OC)n4)cc3)n2)cc1	-8%	-0.31	-0.25	-0.23	1.1	-6.2%	8%	-2%	-2%	6%	6%	3%
O=C(Nc1ccc(F)cc1F)c1c(C(F)(F)F)ccnc1Oc1cccc(C(F)(F)F)c1	-2%	-0.11	0.0037	0.0069	-0.38	.	6%	6%	6%	.	.	0%
O=C(CCN1C(=O)S/C(=C\c2cccs2)C1=O)Nc1nccs1	-6%	-0.8	-0.3	-0.18	-0.7	-7.2%	3%	20%	-7%	0%	-18%	0%
COc1ccc(OCC(=O)Nc2cc3oc4ccccc4c3cc2OC)cc1	10%	0.47	0.13	0.46	-0.26	-3.4%	4%	19%	-3%	8%	10%	0%
NC(=O)C1=C[C@@H](c2coc3ccccc3c2=O)C[C@@H](OCc2ccc(CO)cc2)O1	4%	-0.56	-0.26	0.019	-0.76	-4.2%	0%	-15%	-8%	10%	16%	2%
COc1ccc(CCC(=O)Nc2ccc(C)c(S(=O)(=O)N(C)C)c2)cc1OC	-2%	-0.38	-0.26	-0.61	0.49	-3.6%	3%	2%	-1%	-4%	-4%	-3%
CCN1CCN(C(c2cccs2)C(C)NC(=S)Nc2cc(C)ccc2C)CC1 (stereo unspecified)	-1%	-0.4	-0.27	0.41	0.16	.	-5%	-2%	-8%	.	.	5%
COc1ccc(CC(C)N2CCN(c3ccccc3OC)CC2)cc1OC (stereo unspecified)	2%	-0.21	-0.19	0.44	0.67	-0.2%	4%	4%	-6%	6%	-3%	5%
COc1cc(NC(=O)COC(=O)[C@@H]2CCCN2S(=O)(=O)c2ccc(Cl)cc2)cc(OC)c1OC	0%	0.23	-0.2	0.96	-0.57	-18%	-5%	12%	-1%	22%	16%	6%
CCOc1ccc(NC(=O)c2ccccc2OCC(=O)c2ccccc2)cc1	-2%	0.94	-0.21	0.85	-1.3	-3.8%	12%	-3%	0%	5%	10%	-15%

Compound activity: PubChem, several laboratories
